Screens deposited in PubChem by The Scripps Research Institute Molecular Screening Center.
M1 antag: human CHRM1 antagonism | P11229 | inhibition, % at 3 µM | CHO-K1 hM1, Fluo-8 calcium fluorescence, ACh EC80 antagonist | 1.3% of 360,000 active;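 active means percent inhibition above its own plate's cutoff, namely the mean of that plate's compound wells plus 3 SD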;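 further: peak over basal fluorescence ratio during 140 s after agonist addition; 0% = ACh EC80 plus DMSO and 100% = DMSO alone without agonist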
Target sequence (P11229 whole entry, looked up): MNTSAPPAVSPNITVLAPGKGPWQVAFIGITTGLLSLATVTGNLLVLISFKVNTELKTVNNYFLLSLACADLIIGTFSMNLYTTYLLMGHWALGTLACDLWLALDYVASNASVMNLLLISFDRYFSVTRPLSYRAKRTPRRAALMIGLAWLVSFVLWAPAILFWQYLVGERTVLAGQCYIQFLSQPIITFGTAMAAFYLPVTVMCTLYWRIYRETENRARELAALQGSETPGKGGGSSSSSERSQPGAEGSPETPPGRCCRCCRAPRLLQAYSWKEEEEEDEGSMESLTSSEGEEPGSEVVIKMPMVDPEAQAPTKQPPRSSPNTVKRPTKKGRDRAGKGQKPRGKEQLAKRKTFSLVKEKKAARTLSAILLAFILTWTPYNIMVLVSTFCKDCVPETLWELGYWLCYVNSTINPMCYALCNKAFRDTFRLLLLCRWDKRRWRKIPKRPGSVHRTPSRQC
OXTR potentiator: potentiates the human oxytocin receptor response. P30559. CHO-OTR cells, Fluo-8 calcium fluorescence, potentiator mode; 0% = oxytocin EC15, 100% = EC100. activation, % at 3 µM. 0.061% of 320,000 active. AID 2445;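 active means activation above that plate's cutoff, the mean activation of tested compounds plus 3 SD, cut at about 6.6% in these data, passing the limit was not always enough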;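 further: 100% uses oxytocin at 75 nM as the full agonist control; some results filed as inactive read as strong as hits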
Target sequence (P30559 whole entry, looked up): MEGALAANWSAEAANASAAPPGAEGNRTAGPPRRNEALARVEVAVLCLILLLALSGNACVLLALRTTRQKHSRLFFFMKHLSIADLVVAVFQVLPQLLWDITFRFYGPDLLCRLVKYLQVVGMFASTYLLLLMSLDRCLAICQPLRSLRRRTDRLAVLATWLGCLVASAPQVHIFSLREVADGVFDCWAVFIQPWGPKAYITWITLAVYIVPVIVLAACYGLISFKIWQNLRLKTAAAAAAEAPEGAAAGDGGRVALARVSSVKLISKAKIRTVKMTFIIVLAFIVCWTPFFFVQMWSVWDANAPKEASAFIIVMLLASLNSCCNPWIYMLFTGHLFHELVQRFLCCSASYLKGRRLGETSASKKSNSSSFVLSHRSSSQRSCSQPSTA
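test system = CHO-OTR cells, human receptor | compound = single-point 3.0 µM | schedule = 6 min compound pre-incubation at room temperature, 100 s kinetic read | signal = Fluo-8 no-wash calcium dye fluorescence, excitation 470-495 nm, emission 515-575 nm | repeats = single well per compound, singlicate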
TAAR1 ag: human TAAR1 agonism | Q96RJ0 | CHO RD-HGA16 TAAR1, Fluo-8 calcium fluorescence; vehicle wells 0%, saturating PEA agonist 100% | activation, % at 3 µM | 0.99% of 360,000 active | AID 624467;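 active means activation above the mean activation of all test compounds in the run plus 3 SD, cut at about 38% in these data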
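Test system: RD-HGA16 (CHO) cells co-expressing Gα16 and hTAAR1; dosing: one-point dosing at 3 µM (nominal); timing: 17-24 h seeding, 75 min 37 °C dye, 30 min RT; signal: kinetic Fluo-8 calcium fluorescence; read-out basis: % activation relative to PEA EC100 response; controls: DMSO and PEA EC100; replicates: n 1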
TAAR1 antag: antagonists of human TAAR1; Q96RJ0; CHO RD-HGA16 TAAR1, Fluo-8 calcium fluorescence, antagonist; inhibition, % at 3 µM; 1.5% of 360,000 active;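 active means inhibition above a per-plate cutoff, the mean inhibition of test compounds on that plate plus 3 SD, cut at about 49% in these data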;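 further: 0% = DMSO plus EC80 beta-PEA response and 100% = DMSO alone without agonist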
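Test system: RD-HGA16 CHO cells with stable hTAAR1 and Gα16 / Probe or stimulus: EC80 β-phenethylamine stimulus / Times: seeding 17-24 h prior, 75-min 37 °C, 30-min RT dye loading / Detection: Fluo-8 calcium-sensitive fluorescence / Read-out basis: % inhibition scaled between DMSO and EC80 PEA controls / Repeats: singlicate, one well per test compound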
CHO parental Ca: counter-screen: ATP calcium response change in parental CHO cells; parental CHO-K1, ATP-induced calcium, Fluo-8 fluorescence; inhibition, % at 5.6 µM; 0.63% of 330,000 active; AID 463079;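 active means inhibition above that plate's mean sample inhibition plus 3 SD, cut at about 26% in these data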;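 further: 0% = ATP-challenged DMSO wells and 100% = DMSO wells without ATP; some compounds past the cut are filed as inactive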
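Test system: untransfected parental CHO cell line; also added: ATP stimulus; dosing: 5.6 µM, single dose; signal: calcium-sensitive Fluo-8 fluorescence; measure: percent inhibition of ATP-evoked calcium rise, normalized to controls; benchmarks: low control ATP plus DMSO, high control DMSO only; replication: one well per compound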
OXTR agonist: human OXTR agonism | P30559 | CHO-OTR cells, Fluo-8 calcium fluorescence; normalized: DMSO 0%, oxytocin 100% | activation, % at 3 µM | 0.32% of 320,000 active | AID 2435;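 active means activation above the mean of all tested compounds plus 3 SD, cutoff set per screening run, cut at about 20% in these data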;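 further: peak over basal fluorescence ratio from a 100 s FLIPR kinetic read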
V1aR counter: V1a receptor agonism, counter-screen for OXTR agonists | CHO-V1R cells, Fluo-8 calcium fluorescence, agonist mode; 0% DMSO, 100% 3 nM vasopressin | 0.25% of 320,000 active | activation, % at 3 µM;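 active means activation above the mean activation of all tested compounds plus 3 SD, per screening run, cut at about 20% in these data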;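 further: signal is peak over basal fluorescence ratio across a 100 second FLIPR read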
CHRM1 agonist: human M1 muscarinic receptor agonism | CHO-K1 hM1, Fluo-8 calcium fluorescence, agonist mode; 0% DMSO, 100% acetylcholine EC100 | activation, % at 3 µM | 0.33% of 360,000 active | P11229;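 active means activation above the run's mean compound activation plus 3 SD, cut at about 16% in these data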;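 further: peak over basal fluorescence ratio within a 140 s kinetic read after compound addition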
CHRM1 PAM: positive allosteric modulators of human M1 muscarinic receptor | P11229 | CHO-K1 hM1, Fluo-8 calcium fluorescence, ACh EC20; 0% = ACh EC20, 100% = maximal ACh | activation, % at 3 µM | 0.088% of 360,000 active | AID 588819; in the data active means activation above about 19%, passing the limit was not always enough
Starred values were filed as active, the others as inactive; . = not tested or not shown.

entry | compound | M1 antag | OXTR potentiator | TAAR1 ag | TAAR1 antag | CHO parental Ca | OXTR agonist | V1aR counter | CHRM1 agonist | CHRM1 PAM
1 | CCCC(=O)Nc1ccc(C(=O)NN=C(C2CC2)C2CC2)cc1 | -2.4 | -8.9 | 3.0 | 4.8 | -7.0 | 1.3 | 1.7 | -5.6 | -6.3
2 | CC1SCC(NC(=O)c2ccccc2Cl)CS1 (stereo not drawn) | -19.2 | 0.2 | 0.3 | -17.3 | -10.1 | -0.5 | -0.8 | -3.8 | 12.2
3 | Cc1ccc(N2C(=O)N(CC(=O)N3CCCc4ccccc43)C(=O)C2C)cc1 (stereo not drawn) | 5.6 | 1.8 | 5.7 | 8.9 | -15.7 | -1.1 | 0.1 | -4.1 | 1.6
4 | Cn1cnnc1-c1cccc(NC(=O)c2cc(F)c(F)cc2Cl)c1 | -9.5 | 4.1 | 0.8 | -35.0 | -3.4 | 0.8 | 0.0 | -1.4 | 11.6
5 | Cc1cc(C)c2cc(CNC3CCCC3)c(Cl)nc2c1 | 9.0 | -3.9 | 2.6 | -25.1 | -20.4 | 0.3 | 0.0 | -1.6 | 9.9
6 | Cc1nc(SC(C)C(=O)NC2CCCCC2C)c2c(C)c(C)sc2n1 (stereo not drawn) | 4.8 | -0.3 | 0.2 | -19.1 | -2.2 | -0.8 | -0.5 | 0.9 | -0.2
7 | CC(C)[C@H](NC(=O)c1ccccc1F)C(=O)NNC(=O)c1cccs1 | -6.1 | -5.1 | 7.7 | -28.1 | -0.7 | 1.5 | 0.9 | -2.2 | 7.6
8 | COc1ccc(-c2oc(=O)c3cc(OC)c(OC)cc3c2-c2cc(F)cc(OC)c2)cc1 | 0.3 | -1.9 | 0.2 | 11.3 | -32.4 | 0.8 | 0.8 | -1.9 | -3.2
9 | COc1ccc(/C=N/Nc2cn[nH]c(=O)c2Cl)cc1 | -2.6 | -18.5 | 41.1* | -4.2 | -3.2 | -1.5 | -1.1 | -4.1 | 4.8
10 | COC(=O)CNC(=O)C(Cc1c[nH]c2ccccc12)NC(=O)Oc1ccccc1 (stereo not drawn) | -14.8 | -3.7 | 0.7 | -27.9 | -2.6 | 0.5 | 0.4 | -1.3 | 9.9
11 | CCN1CCN(CC(=O)c2c[nH]c3ccc(C)cc23)CC1 | 9.5 | -6.6 | 5.0 | 5.6 | -2.8 | 0.9 | 1.5 | -6.6 | -5.8
12 | CCCCC(=O)N(C)c1c(CC)nc2c(OCc3ccccc3C)cccn12 | 9.4 | . | 0.3 | -10.1 | . | . | . | -8.2 | -18.4
13 | CCCN(C(=O)CSc1nnc(-c2ccc3c(c2)OCO3)o1)C1CCS(=O)(=O)C1 (stereo not drawn) | 2.3 | . | 1.4 | -18.4 | . | . | . | -4.6 | -1.2
14 | COc1cc2cc(C#N)c(SCC(=O)Nc3cc(C)on3)nc2cc1OC | 2.3 | 4.0 | 0.5 | 10.1 | -7.5 | -0.1 | 1.1 | 2.6 | 12.8
15 | Cc1ccc(C(=O)N2CCN(c3ccccc3Cl)CC2)cc1[N+](=O)[O-] | 8.3 | -6.5 | 9.2 | -1.2 | -19.6 | -2.6 | -1.6 | -5.4 | -2.5
16 | CCCCN(CCCNC(=O)C1CCN(S(=O)(=O)N2CCOCC2)CC1)c1ccccc1 | -13.2 | -15.4 | 8.6 | -4.9 | -8.7 | 8.6 | 6.3 | -1.6 | 9.1
17 | O=C(O)c1ccccc1OC(C(=O)Nc1cc(Cl)cc(Cl)c1)c1ccccc1 (stereo not drawn) | -6.8 | -4.3 | 3.7 | -20.9 | -7.7 | 0.4 | 0.6 | -4.0 | 9.7
18 | O=C(Cc1ccccc1)NC1(Cc2ccc(O)cc2)CCCCC1 | -2.7 | -0.7 | 0.3 | 12.6 | -34.0 | -1.6 | 0.0 | -14.1 | -2.6
19 | CCCn1c(=S)[nH]c2cc(C(=O)NCC3CCCO3)ccc2c1=O (stereo not drawn) | -1.1 | -5.5 | 6.3 | 4.0 | -3.5 | 4.8 | 2.9 | -0.5 | -2.3
20 | CCCNC(=O)c1ccc(-c2nc3ccccc3s2)s1 | -11.3 | -4.9 | 2.1 | 13.1 | -8.5 | 2.8 | 1.0 | -1.8 | 6.4
21 | CC(C)C(NC(=O)c1ccccc1Cl)C(=O)OCc1nc2scc(-c3ccccc3Cl)c2c(=O)[nH]1 (stereo not drawn) | 3.4 | -7.4 | 2.6 | -3.6 | -3.7 | 2.7 | 2.1 | -4.8 | 1.0
22 | CCCN(CC(=O)Nc1ccccc1OC)C(=O)c1ccc(S(=O)(=O)NCc2ccco2)cc1 | -8.8 | -2.1 | 5.1 | 4.0 | -13.2 | 0.3 | 2.0 | -1.0 | 5.8
23 | N/C(=N\OC(=O)COc1ccc(Cl)cc1)c1ccc(Cl)cc1 | -2.4 | -2.2 | 0.2 | 14.5 | 10.5 | 0.5 | 0.1 | -4.7 | 5.2
24 | COc1ccc(CCC(C)NCc2cc(OC)cc(OC)c2)cc1 (stereo not drawn) | -13.5 | -4.6 | 2.9 | 13.8 | -8.2 | 5.1 | 4.3 | -4.7 | 7.0
25 | CC(=O)c1ccc(N2CCN(S(=O)(=O)c3c(C)[nH]c(C)c3C(=O)N3CCCC3)CC2)cc1 | 8.2 | -3.7 | 2.0 | -23.6 | -14.6 | 0.4 | 0.3 | -2.1 | 0.0
26 | CCCN(CCC)CCCNC(=O)c1cc2cc3ccc(Cl)cc3nc2o1 | -7.3 | -6.1 | 5.6 | -26.4 | -19.0 | -0.1 | 0.0 | -10.9 | 4.3
27 | Cc1oc2c(C)c3oc(=O)c(CCC(=O)O)c(C)c3cc2c1-c1ccccc1 | -11.8 | -10.8 | 2.5 | -19.7 | -12.6 | -0.2 | -0.2 | -2.6 | 11.7
28 | O=C(/C=C/c1ccc2c(c1)OCO2)NCc1ccco1 | -12.5 | -0.2 | 1.4 | -2.4 | -5.3 | -0.5 | 0.7 | -2.4 | 4.4
29 | CCn1nnnc1-c1ccc(OC)c(S(=O)(=O)NCc2ccccc2)c1 | -11.9 | -10.4 | 16.6 | 16.8 | -21.7 | 0.2 | 0.4 | 0.4 | 8.2
30 | C[C@@H](C(=O)N1CCNCC1)n1cc(CCC(=O)O)nn1 | -8.0 | -6.7 | 3.6 | 4.3 | -0.4 | -0.3 | 1.4 | -2.4 | 4.9
31 | Cc1ccc(S(=O)(=O)CC(=O)NCc2ccccc2)cc1 | -4.6 | 1.4 | 0.3 | 6.2 | -3.6 | -0.2 | -0.2 | -2.9 | 5.8
32 | COc1ccc(OCCCC(=O)OCC(=O)NNC(=O)c2ccc([N+](=O)[O-])cc2)cc1 | -15.9 | -14.0 | -0.2 | 1.5 | 16.5 | 1.9 | 1.0 | -0.2 | 12.6
33 | C[C@H](CO)N1C[C@H](C)[C@@H](CN(C)Cc2ccncc2)Oc2c(NC(=O)CCCCCC(=O)Nc3ccccc3N)cccc2C1=O | 0.1 | -3.4 | 0.3 | 2.7 | -20.0 | 1.8 | 0.7 | -10.6 | -0.6
34 | Cc1ccc(C(=O)OCC(=O)NCc2ccc3c(c2)OCO3)cc1S(=O)(=O)N1CCOCC1 | -2.1 | -5.9 | 0.7 | -0.2 | -11.7 | -1.0 | -0.8 | -2.5 | 0.1
35 | CCCCC(CC)C(=O)Nc1cc(=O)[nH]c2nc3ccccc3n12 (stereo not drawn) | -0.3 | -1.9 | 3.8 | -1.6 | -16.4 | -0.9 | -0.5 | -3.7 | 4.0
36 | COc1ccc(CNC(=O)c2ccc(Cn3cc(Br)cn3)o2)cc1 | -11.5 | -4.4 | 0.6 | -21.9 | -18.2 | -1.0 | 0.4 | -3.2 | 8.6
37 | COc1ccccc1-c1nnc(NC(=O)C(C)Sc2nncn2C)s1 (stereo not drawn) | 4.2 | -2.9 | 11.5 | 9.9 | -7.8 | -0.2 | -0.4 | -7.3 | -10.0
38 | O=C(COc1ccc(S(=O)(=O)N2CCCC2)cc1)NCC1CCCO1 (stereo not drawn) | 6.0 | -8.8 | 13.8 | 13.2 | -13.0 | -0.1 | 2.1 | -10.4 | 7.2
39 | O=C(CCC(=O)Nc1cccc2ccccc12)N/N=C/c1ccco1 | -6.1 | -8.8 | -1.6 | -5.7 | -11.8 | -1.0 | -0.4 | -5.3 | 3.7
40 | CCCNC(=O)C1(C)CCCN(CCC(=O)c2ccccc2)C1 (stereo not drawn) | -11.1 | . | 0.4 | 4.7 | . | . | . | -3.8 | 4.3
41 | O=C(CSc1ccc(F)cc1)NC(=O)NCc1ccccc1 | 1.5 | -3.1 | 8.1 | -30.3 | -16.4 | 0.6 | 0.4 | -3.6 | 6.0
42 | O=C(COc1ccc2c3c(c(=O)oc2c1)CCC3)NCCCN1CCCC1=O | -4.2 | -3.9 | 0.6 | -4.8 | -16.9 | 0.8 | 0.9 | -4.5 | 2.9
43 | CCN(CC)C(=O)C1CC(=O)N(c2ccc(OC)cc2)C1c1ccc(OC)cc1 (stereo not drawn) | -5.5 | -14.4 | 10.4 | 26.8 | -7.6 | 1.1 | 0.6 | 1.1 | 7.4
44 | CCOc1ccc(S(=O)(=O)Nc2cccc(C(=O)N(C)Cc3cccc(OC)c3OC)c2)cc1 | -6.2 | -4.0 | 7.4 | -12.5 | -30.5 | 4.6 | 6.3 | -0.9 | 5.4
45 | COc1cccc(C(=O)Nc2cc3c(cc2Cl)OCCCO3)c1 | -14.7 | -7.7 | 3.6 | -9.2 | -12.2 | -2.7 | -0.2 | -4.6 | 11.6
46 | O=C(CCCn1c(=S)[nH]c2ccccc2c1=O)NCc1ccco1 | -12.7 | 2.7 | 4.0 | 5.0 | -8.9 | -0.7 | -0.4 | -0.2 | 9.5
47 | COCCNC(=O)CN(C(=O)CCC(=O)Nc1nccs1)c1ccccc1OC | -17.4 | -8.4 | 11.0 | -7.6 | -13.9 | 0.3 | 2.6 | -2.2 | 3.2
48 | Cc1cc(C(=O)NNC(=O)CN2C(=O)NC(C)(c3ccccc3)C2=O)c(C)o1 (stereo not drawn) | -10.4 | -3.0 | 3.0 | 0.5 | 2.9 | 0.2 | 0.8 | -2.5 | 7.4
49 | OC(c1cccs1)c1nccc2ccccc12 (stereo not drawn) | 2.8 | -12.6 | 0.0 | -12.1 | -22.2 | -0.5 | -0.9 | -3.6 | -1.2
